STEP block = STEP (human) phosphatase inhibition | P54829 | recombinant STEP, OMFP fluorogenic substrate, fluorescence | inhibition, % at 20 µM | 360,000 tested, 0.25% active | AID 588621;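 active = inhibition at 20 µM, scaled per plate between control wells, above about 37%, limit read from the data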;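 also: 0% = DMSO with enzyme and substrate and 100% = substrate only without enzyme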
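medium = Bis-Tris buffer pH 6.0, 2.5 mM DTT, 0.005% Tween 20 | test system = STEP (striatal-enriched tyrosine phosphatase) enzyme, cell-free | measure = normalized % inhibition | compound dosing = 20 µM, 1% DMSO | also added = 25 µM OMFP | schedule = reaction 20 min, ambient temperature | measured by = fluorescence read at 480 nm ex / 540 nm em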
bovine MsrA act = activates bovine MsrA enzyme. purified bovine MsrA, absorbance read-out. 360,000 tested, 0.3% active. activation, % at 10.6 µM; in the data active = activation above about 7.5%;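 also: 0% = vehicle and 100% = reference activator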
LMPTP block = LMPTP (human) inhibition; P24666; recombinant LMPTP-A, OMFP fluorogenic substrate, fluorescence intensity; inhibition, % at 20 µM; 360,000 tested, 0.22% active;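 active = compounds that cut the enzyme signal by at least half of the control window in the single-dose screen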;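 also: plate controls were DMSO wells with enzyme plus substrate for no effect and substrate without enzyme for full effect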
Target sequence (P24666 whole entry, looked up): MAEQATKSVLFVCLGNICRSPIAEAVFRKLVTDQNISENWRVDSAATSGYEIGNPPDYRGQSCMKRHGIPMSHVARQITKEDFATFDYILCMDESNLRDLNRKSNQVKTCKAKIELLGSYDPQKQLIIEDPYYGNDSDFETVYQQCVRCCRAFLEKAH
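Test system – LMPTP-A phosphatase enzyme · Quantity – 0.625 nM LMPTP-A final · Reagent – OMFP substrate, 400 µM final · Dosing – one test concentration per compound, 20 µM, with 3% DMSO overall · Timing – 50 min enzyme reaction at room temperature, protected from light · Detection – fluorescence intensity · Controls – substrate-only low control, DMSO enzyme-plus-substrate high control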
Tb MetRS inh = blocks T. brucei methionyl-tRNA synthetase activity; 360,000 tested, 0.4% active; inhibition, % at 11.9 µM; purified T. brucei MetRS, ATP depletion, Kinase-Glo luminescence;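 active = inhibition above a per-plate cutoff of the control wells' mean inhibition plus 3 SD, cut at about 5.5% in these data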;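 also: 0% = DMSO wells median and 100% = median of wells with control inhibitor compound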
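Test system: purified T. brucei MetRS enzyme. Also added: ATP, methionine and E. coli bulk tRNA substrates. Compound: 11.9 µM single point. Schedule: 15 min enzyme-compound preincubation, 2 h reaction, 10 min detection, 25 °C. Signal: luciferase luminescence of residual ATP, Kinase-Glo. Evaluation: percent inhibition versus plate control medians. Controls: DMSO wells, low control.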
SUMO1 PPI mod = modulators of human SUMO1-mediated protein-protein interactions; P63165; SUMO1 binding to a labelled peptide, TR-FRET, 1 h; inhibition, % at 20 µM; 360,000 tested, 0.33% active; AID 602429; in the data active = inhibition above about 37%
Target sequence (P63165 whole entry, looked up): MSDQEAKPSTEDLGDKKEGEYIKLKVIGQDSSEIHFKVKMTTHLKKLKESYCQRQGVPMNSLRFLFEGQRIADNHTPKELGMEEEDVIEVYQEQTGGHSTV
Scp-1 inhibitor = Scp-1 (human) phosphatase inhibition; Q9GZU7; Recombinant Scp1, phosphopeptide, malachite green phosphate absorbance; inhibition, % at 20 µM; 340,000 tested, 0.88% active; AID 493091;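 active = inhibition above about 50% at 20 µM, limit read from the data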;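 also: plate controls were DMSO wells with enzyme for no effect and wells lacking enzyme for full effect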
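Test system: SCP-1 phosphatase catalytic domain, residues 76-261; measured by: colorimetric phosphate reagent with accelerator and stabiliser, absorbance at 630 nm; timing: enzyme reaction 45 min at room temperature, colour 5 min, stabilisation 30 min; also added: Phosphorylated 17-residue peptide substrate; compound dosing: one concentration, 20 µM, with 1.0% DMSO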
eLon inh = inhibitors of E. coli Lon protease; P0A9M0; purified E. coli Lon protease, fluorescence polarization; inhibition, % at 7.94 µM; 360,000 tested, 0.42% active; AID 602123; in the data active = inhibition above about 13%, passing the limit was not always enough;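 also: 0% = enzyme with probe and DMSO and 100% = no enzyme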
Target sequence (P0A9M0 whole entry, looked up): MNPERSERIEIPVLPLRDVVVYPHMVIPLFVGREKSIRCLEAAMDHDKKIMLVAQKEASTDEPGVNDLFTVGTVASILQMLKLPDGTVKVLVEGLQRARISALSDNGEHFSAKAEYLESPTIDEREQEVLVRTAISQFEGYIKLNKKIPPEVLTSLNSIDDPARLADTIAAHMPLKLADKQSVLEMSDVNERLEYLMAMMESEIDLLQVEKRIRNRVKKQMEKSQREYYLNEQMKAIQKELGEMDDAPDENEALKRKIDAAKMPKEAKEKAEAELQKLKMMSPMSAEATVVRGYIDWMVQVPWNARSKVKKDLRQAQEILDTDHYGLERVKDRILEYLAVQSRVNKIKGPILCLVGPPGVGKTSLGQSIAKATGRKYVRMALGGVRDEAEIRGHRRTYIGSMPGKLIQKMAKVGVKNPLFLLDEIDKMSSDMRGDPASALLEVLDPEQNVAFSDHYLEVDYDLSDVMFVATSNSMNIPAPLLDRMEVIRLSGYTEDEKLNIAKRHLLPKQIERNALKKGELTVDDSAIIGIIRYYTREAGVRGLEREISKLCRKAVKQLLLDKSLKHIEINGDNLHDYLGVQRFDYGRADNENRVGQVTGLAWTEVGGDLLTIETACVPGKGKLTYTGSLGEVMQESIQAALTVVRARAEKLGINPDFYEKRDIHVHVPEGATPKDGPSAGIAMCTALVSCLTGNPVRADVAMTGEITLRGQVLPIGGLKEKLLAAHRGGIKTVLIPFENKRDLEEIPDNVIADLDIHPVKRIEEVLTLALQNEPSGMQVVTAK
MsrA inhibitor = inhibitors of bovine MsrA. inhibition, % at 15.5 µM. 360,000 tested, 0.75% active. purified bovine MsrA, absorbance read-out; in the data active = inhibition above about 4.5%;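 also: 0% = vehicle wells with enzyme and 100% = reference inhibitor wells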
DNMT1 inh = inhibitors of human DNMT1. P26358. DNMT1 molecular beacon, Hinp1I cleavage, fluorescence. inhibition (reported as % activation of signal), % at 10 µM. 360,000 tested, 0.83% active; in the data active = inhibition above about 50%
NRP1-CendR mod = alters CendR peptide binding to human NRP-1 | O14786 | FAM-RPARPAR peptide binding to NRP-1, fluorescence polarization | inhibition, % at 25 µM | 360,000 tested, 0.85% active;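 active = inhibition or corrected inhibition above about 18%, plus a signal ratio from 0.5 to 1.5, limit read from the data, passing the limit was not always enough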; also: strong numbers were not always called active
Starred values were filed as active, the others as inactive; . = no result given. This is a random part of the collection, and some 4.3% of all compounds hit somewhere here.

no.	smiles	STEP block	bovine MsrA act	LMPTP block	Tb MetRS inh	SUMO1 PPI mod	Scp-1 inhibitor	eLon inh	MsrA inhibitor	DNMT1 inh	NRP1-CendR mod
1	COc1ccc(Cc2nnc(SC)n2-c2ccc(F)cc2)cc1OC	-2	-3	-1.9	-0.2	-3	.	2	.	-1	4
2	COc1ccc(N(C)S(=O)(=O)c2cccc(C(=O)OC(C)C(=O)NC3CCCCC3C)c2)cc1 (centres undefined)	-1	-2	0.2	-0.4	-1	-6	-3	0.5	-2	-4
3	Cc1csc2ncc(C(=O)NCc3ccco3)c(=O)n12	3	-6	-1.1	-0.1	8	30	-7	4.1	17	-12
4	COc1ccccc1CCNC(=O)CCn1c(=O)c2cccn2c2ccc(F)cc21	-1	-1	0.6	0.4	-2	-7	-6	0.8	0	2
5	O=C(COc1ccccc1F)NCCc1ccc2c(c1)OCCO2	-2	-2	-1.6	0.7	-2	-10	-5	-0.9	-2	4
6	Cc1ccc(NC(=O)COC(=O)c2cccc(S(=O)(=O)N3CCCCCC3)c2)cc1	-2	0	1.3	0.2	-3	.	-1	0.3	-4	2
7	Cc1cc(C)nc(NCCC(=O)O)n1	-3	-8	-0.7	-1.0	4	-1	-2	0.1	-1	3
8	COc1ccc2nc(Cl)c(C#N)cc2c1	-3	-1	-1.3	-0.2	-10	-11	-2	0.1	0	-3

Remaining list, next part
no.	smiles	STEP block	bovine MsrA act	LMPTP block	Tb MetRS inh	SUMO1 PPI mod	Scp-1 inhibitor	eLon inh	MsrA inhibitor	DNMT1 inh	NRP1-CendR mod
9	Cc1ccc(-c2cc(C(=O)N/N=C/c3ccoc3)c3ccccc3n2)cc1	1	-1	0.8	-0.7	1	-6	-4	0.6	-16	-10
10	CN(Cc1ccco1)S(=O)(=O)c1nnc(NC(=O)c2ccccc2)s1	1	-4	-0.5	-0.1	6	-3	-9	.	4	-5
11	N#Cc1ccc(/C=C/C(=O)c2ccco2)cc1	-3	-6	-0.2	-0.5	0	-5	-14	4.4	4	9
12	CC1(C)CC(=O)C=C(c2cn[nH]n2)C1	2	-5	-1.5	-1.2	-5	.	-2	2.8	1	-10
13	COc1cc(/C=N/NC(=O)c2ccoc2C)cc(OC)c1O	.	-6	.	-0.6	.	-4	-6	2.0	.	.
14	O=C(NCCCC1CCCC1)C1CCC(=O)N(Cc2ccc(Cl)cc2)C1 (centres undefined)	0	-6	1.1	0.1	11	-6	-10	0.3	-2	6
15	Cc1ccc2c(c1)N(C(=O)NC1CCCCC1)C(C)(C)CC2C (centres undefined)	-3	0	-0.8	-0.1	-1	1	-3	-0.8	-1	-8
16	COc1ccc(NC(=O)C2CCN(S(=O)(=O)c3ccc(OC)c(OC)c3)CC2)cc1	-5	-12	-1.4	-1.2	1	-4	7	1.2	2	5

Next section:
no.	smiles	STEP block	bovine MsrA act	LMPTP block	Tb MetRS inh	SUMO1 PPI mod	Scp-1 inhibitor	eLon inh	MsrA inhibitor	DNMT1 inh	NRP1-CendR mod
17	CCOC(=O)N1CCN(C(=O)C(C)(C)Oc2ccc(Cl)cc2)CC1	0	0	-0.8	0.0	-2	-4	-5	0.1	0	-9
18	CC(C)(C)C(=O)COC(=O)c1ccc(N)c([N+](=O)[O-])c1	-2	-2	-0.7	0.0	-10	-13	1	1.6	0	7
19	NC1=NC(=Nc2ccc(Br)cc2)c2ccccc21	4	-3	1.2	1.1	-16	-7	10	-0.8	-3	1
20	Cc1cc(NCCCN2CCOCC2)n2ncc(-c3ccccc3)c2n1	0	-7	0.7	-0.7	3	-7	-2	0.6	-3	-7
21	COCCNC(=S)N/N=C(\C)c1ccc(OC(F)F)cc1	1	-1	-0.2	-0.5	-10	-11	5	0.9	62*	15
22	NC(=O)c1cc2c3ccccc3ccn2c1-c1ccccc1	-1	-3	0.7	-0.7	-20	5	25*	1.6	-2	2
23	CC(C)Oc1nc(-c2ccccc2Cl)nc2ccccc12	1	-2	2.5	0.5	4	-4	4	-0.4	4	6
24	COc1cccc2c(=O)c(C(=O)NCCc3ccccc3)c[nH]c12	0	-2	-0.8	-0.3	1	-3	-3	0.7	-2	3

(next part)
no.	smiles	STEP block	bovine MsrA act	LMPTP block	Tb MetRS inh	SUMO1 PPI mod	Scp-1 inhibitor	eLon inh	MsrA inhibitor	DNMT1 inh	NRP1-CendR mod
25	CCN(CC(=O)NCc1ccc2c(c1)OCO2)S(=O)(=O)c1ccc(F)cc1	1	0	0.0	0.8	9	-1	0	-1.5	0	5
26	CC(C)N1CCC(N2CCN(Cc3cnc(-c4ccccc4)s3)CC2CCO)CC1 (centres undefined)	-2	-2	-2.2	-0.5	-7	-5	-9	1.9	-2	10
27	O=C1N[C@H](Cc2ccccc2)COC(=O)[C@H](Cc2ccc(F)cc2)CC/C=C/C[C@H]1CC(=O)N(CCO)Cc1ccccc1	3	0	2.5	0.3	6	-4	4	0.2	-13	-5
28	Cc1nn(CC(C)C)c(Cl)c1C(=O)NCC1CCCO1 (centres undefined)	0	1	2.8	-0.2	-5	.	-14	-0.8	-2	-3
29	O=C(NCc1ccncc1)C12CC3CC(CC(C3)C1)C2	0	0	-1.7	-0.2	0	4	-11	-0.5	-1	20
30	CC(C)OC(=O)CSc1nc(N)c(C#N)cc1C#N	0	-1	-1.0	-0.5	-3	-1	0	3.4	0	6
31	CC(=O)c1cn(CC(=O)Nc2ccc(C)cc2C)c2ccccc12	1	2	-0.1	-0.2	1	3	2	-0.7	0	0
32	C=CCOC(=O)C1=C(C)NC(=O)NC1C1CC=CCC1 (centres undefined)	2	-1	-0.7	0.3	-5	-6	-6	-0.5	1	-14

The results go on.
no.	smiles	STEP block	bovine MsrA act	LMPTP block	Tb MetRS inh	SUMO1 PPI mod	Scp-1 inhibitor	eLon inh	MsrA inhibitor	DNMT1 inh	NRP1-CendR mod
33	Cc1cc(C)n(C(=O)CCNC(=O)c2ccccc2Cl)n1	-2	-1	-2.0	-0.8	-3	-1	5	1.3	2	14
34	CC1(COS(N)(=O)=O)CCCCC1	2	2	-0.6	-0.3	4	-15	1	.	2	21
35	COc1cccc(/C=C/C(=O)OCC(=O)NC(=O)NC2CCCC2)c1	-3	1	-0.6	-0.2	-10	-10	4	0.5	-3	13
36	Cc1cccc(-c2noc(CN(C(=O)c3ccc(Br)o3)C(C)C)n2)c1	1	-3	0.7	-1.2	-3	-16	-17	-0.2	-3	10
37	C/C(=N\NC(=O)COc1c(C)cccc1C)c1cccs1	1	-1	-1.4	-0.4	-1	-6	0	0.0	2	1
38	CN(C(=O)c1ccc(OC2CCN(C(=O)c3cccnc3)CC2)cc1)C1CCCCC1	1	0	-0.1	-0.1	-1	-15	-9	-0.6	0	2
39	O=S1(=O)N[C@H](Cc2ccccc2)COc2cccc(N3CCN(Cc4ccccc4F)CC3)c21	.	-2	0.5	0.2	7	.	-6	-1.0	.	10
40	CCOC(=O)c1sc2nc(C)nc(SCC(=O)N(C)C3CCS(=O)(=O)C3)c2c1C (centres undefined)	-3	-9	-1.2	-0.8	-10	4	-2	-0.1	0	-29

Other results
no.	smiles	STEP block	bovine MsrA act	LMPTP block	Tb MetRS inh	SUMO1 PPI mod	Scp-1 inhibitor	eLon inh	MsrA inhibitor	DNMT1 inh	NRP1-CendR mod
41	COc1ccc(-c2csc(N3CCN(C(=O)c4ccco4)CC3)n2)cc1	-1	-2	2.2	-0.2	-7	-8	2	-0.7	-5	3
42	O=C(NCc1cccc(Cl)c1)c1ccc2nc[nH]c2c1	1	-2	-0.2	4.1	4	-5	3	-0.7	-7	-1
43	Oc1ccc(C(=S)N2CCN(c3cccc(Cl)c3)CC2)cc1	0	-14	2.4	-1.3	8	-9	-8	0.4	3	0
44	COc1cccc(OC)c1C(=O)NC(=O)Nc1c(F)c(F)c(F)c(F)c1F	4	2	-0.5	-0.3	2	-23	7	0.6	6	18
45	CCOC(=O)c1cc(-c2sc(NC(=O)c3ccccc3)nc2C)n(-c2ccc(Br)cc2)n1	1	-4	1.5	-1.4	-6	.	-6	1.8	-7	-17
46	CCOC(=O)CSC1=C(C#N)C(=O)NC2(CCCCC2)S1	-2	-11	13	-1.5	1	6	-5	4.4	5	-6
47	O=C(O)CCc1ccc(-c2ccc(Cl)cc2)n1CC(=O)Nc1ccccc1	3	-1	0.6	0.8	0	-16	-12	0.3	-9	-3
48	COc1cc(NC(=O)c2ccc(Br)o2)ccc1NC(=O)c1ccccc1Cl	2	-2	0.2	-0.1	6	-6	-6	0.9	-8	7

The list continues.
no.	smiles	STEP block	bovine MsrA act	LMPTP block	Tb MetRS inh	SUMO1 PPI mod	Scp-1 inhibitor	eLon inh	MsrA inhibitor	DNMT1 inh	NRP1-CendR mod
49	O=C(N/N=C/c1ccc(F)cc1)c1c(O)c2ccccc2[nH]c1=O	2	-4	7.7	0.4	2	-4	-7	-1.3	54*	4
50	COCCNC(=O)c1ccc(NS(=O)(=O)c2cc(C)ccc2C)cc1	2	-4	-1.4	-0.3	-1	-4	-6	0.5	4	2
51	COc1cc2c(cc1OC)C(c1cccc(F)c1)CC(=O)N2 (centres undefined)	-5	-13	-1.7	-1.2	7	-2	-1	-1.2	3	-5
52	CCc1ccc2c(c1)C1(NN=C(c3ccccc3)S1)C(=O)N2 (centres undefined)	1	-3	1.4	-0.3	23	-5	7	0.0	-11	19
53	Cc1occc1C(=O)OCC(=O)Nc1ccc(F)cc1	-17	-6	-1.4	-0.7	2	0	-8	0.8	0	5
54	Cc1cc(C)n2nc(SCCOc3ccccc3F)nc2n1	0	3	-0.1	-0.3	-4	2	-6	-0.3	2	-14
55	CC(C(=O)Nc1ccccc1Cl)N(c1ccccc1)S(C)(=O)=O (centres undefined)	0	-3	-0.9	-0.5	0	-11	-7	-1.5	4	6
56	CCn1c(C(=O)O)c(S(=O)(=O)c2ccc(Cl)cc2)c2ccccc21	-2	-3	-3.0	-0.3	6	18	-1	-0.4	1	-5

Entries listed above printed as active in eLon inh:
item | Compound | bovine MsrA act | LMPTP block | Tb MetRS inh | SUMO1 PPI mod | Scp-1 inhibitor | eLon inh | MsrA inhibitor | DNMT1 inh | NRP1-CendR mod
22 | NC(=O)c1cc2c3ccccc3ccn2c1-c1ccccc1 | -3 | 0.7 | -0.7 | -20 | 5 | 25* | 1.6 | -2 | 2
